# Screening data (PubChem)
# Anesthetic bind – binds horse apoferritin like a general anesthetic. P02791. apoferritin/1-aminoanthracene competitive binding, fluorescence. Potency, µM (highest dose often 77.5 µM), without a hit: at the highest dose activity change, negative = displacement, hits mostly inhibitors. 0.074% of 350,000 active; note: % is set by controls: 0 for no effect and ±100 for the full control effect; nearly all actives have a fitted effect of over 20% in size
#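 10 uM apoferritin + 50% sat. 1-AMA, PBS; cpd 10 min RT; Ex380/Em535 endpoint; normalized to free probe vs complex; 4-param Hill fit; propofol titration as pos. ctrl.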
# BLM inh – Bloom syndrome helicase (human) inhibition. Potency, µM (highest dose often 56.1 µM), without a hit: at the highest dose activity change, negative = inhibition, hits mostly inhibitors. AID 2528. 0.2% of 350,000 active. recombinant BLM DNA unwinding, fluorescence dequenching;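 note: plate controls were vehicle for no effect and no enzyme for full effect; nearly all actives have a fitted effect of over 35% in size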
# Pol kappa inh – blocks human DNA polymerase kappa activity; purified Pol kappa, fluorescent DNA synthesis assay, 10 min; 0.53% of 400,000 active; Q9UBT6; Potency, µM (series often up to 107 µM), inactives show at the highest dose activity, negative = inhibition, actives largely listed as inhibitors; AID 588579; note: % is set by controls: 0 for no effect and ±100 for the full control effect
#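 Pol kappa 10 nM + cpd, 15 min RT; start w/ substrate 50 nM final; fluorescence kinetic read, 0 and 10 min. Neg ctrl: buffer, no enzyme.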
# G9a inh – blocks human histone lysine methyltransferase G9a; Q96KQ7; G9a H3K9 monomethylation, AlphaScreen, 2 h; Potency, µM (titrated, usually from 102 µM), for the others: at the highest dose activity, negative = inhibition, actives largely listed as inhibitors; 8.8% of 350,000 active; AID 504332; note: % is set by controls: 0 for no effect and ±100 for the full control effect; nearly all actives have a fitted effect of over 75% in size
# Target sequence (Q96KQ7 913-1193 limits assumed): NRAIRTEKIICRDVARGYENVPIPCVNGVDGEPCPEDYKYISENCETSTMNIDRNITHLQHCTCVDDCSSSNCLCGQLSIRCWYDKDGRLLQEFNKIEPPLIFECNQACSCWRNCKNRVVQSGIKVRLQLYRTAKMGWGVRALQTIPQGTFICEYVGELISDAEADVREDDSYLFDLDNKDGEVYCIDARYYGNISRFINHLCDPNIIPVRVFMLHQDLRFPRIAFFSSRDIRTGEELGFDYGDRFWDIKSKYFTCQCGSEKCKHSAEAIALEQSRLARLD
#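 Using a bead-based AlphaScreen, monomethylated H3K9 product from 2 h room-temperature reactions (G9a 20 nM, peptide 500 nM, SAM 20 uM) was detected with 0.5 ug/mL rabbit anti-H3K9me1 antibody.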
# BAZ2B block – BAZ2B (human) inhibition. Q9UIF8. AlphaScreen BAZ2B-H3K14Ac peptide displacement. Potency, µM (titrated, usually from 114 µM), for the others: at the top dose activity change, negative = inhibition, hits mostly inhibitors. 4.4% of 360,000 active. AID 504333; note: % is set by controls: 0 for no effect and ±100 for the full control effect; nearly all actives have a fitted effect of over 60% in size
#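 BAZ2B 50 nM plus b-H3(5-23)K14Ac 50 nM, PBS pH 7.4/0.01% Tween-20, 30 min RT; compound added (max 110 uM), 30 min RT; streptavidin donor/Ni-chelate acceptor beads 10 ug/mL final, 20 min dark; AlphaScreen read.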
# Pol iota inh – DNA polymerase iota (human) inhibition; Pol iota fluorescent replication assay, 10 min; Potency, µM (doses to about 115 µM), without a hit: top-dose activity, negative = inhibition, usual class: inhibitors; 1% of 390,000 active
# Target sequence (Q9UNA4 whole entry, looked up): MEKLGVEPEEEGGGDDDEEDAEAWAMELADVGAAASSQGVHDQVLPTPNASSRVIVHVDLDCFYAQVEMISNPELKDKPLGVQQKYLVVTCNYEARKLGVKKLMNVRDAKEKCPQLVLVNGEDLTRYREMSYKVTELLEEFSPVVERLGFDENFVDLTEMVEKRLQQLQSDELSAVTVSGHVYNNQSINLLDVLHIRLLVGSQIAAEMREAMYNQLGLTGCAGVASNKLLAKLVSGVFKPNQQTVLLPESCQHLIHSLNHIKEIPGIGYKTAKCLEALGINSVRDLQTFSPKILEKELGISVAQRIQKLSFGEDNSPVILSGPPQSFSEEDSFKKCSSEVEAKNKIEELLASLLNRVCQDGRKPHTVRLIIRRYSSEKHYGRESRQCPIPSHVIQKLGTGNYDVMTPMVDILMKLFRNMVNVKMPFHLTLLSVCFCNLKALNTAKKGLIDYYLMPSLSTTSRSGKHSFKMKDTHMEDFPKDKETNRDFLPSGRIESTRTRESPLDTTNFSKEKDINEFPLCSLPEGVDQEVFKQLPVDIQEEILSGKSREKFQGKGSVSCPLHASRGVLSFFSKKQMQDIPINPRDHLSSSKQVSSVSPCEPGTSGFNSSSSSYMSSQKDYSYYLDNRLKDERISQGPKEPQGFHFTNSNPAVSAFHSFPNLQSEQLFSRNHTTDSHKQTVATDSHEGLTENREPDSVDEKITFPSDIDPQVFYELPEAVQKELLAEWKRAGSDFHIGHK
#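 Fluorescent replication assay read twice, at 0 min and 10 min after adding 50 nM (final) substrate. Enzyme (10 nM) and compounds were first incubated 15 min at room temperature; enzyme-free buffer wells were negative controls.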
# POLH inh – inhibitors of human DNA polymerase eta; Q9Y253; 1.2% of 390,000 active; Potency, µM (series often up to 114 µM), without a hit: top-dose activity change, negative = inhibition, most hits filed as inhibitors; recombinant Pol eta, fluorescent DNA replication assay; AID 588591; note: % is set by controls: 0 for no effect and ±100 for the full control effect
#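 Pol eta (10 nM) was preincubated with compounds for 15 min at room temperature, after which fluorescent replication substrate (50 nM final) was added to start the reaction. Fluorescence was read kinetically at 0 and 10 min.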
# POLB inh – blocks human DNA polymerase beta activity | 1.3% of 340,000 active | Potency, µM (series often up to 114 µM), for inactives: at the top dose activity change, negative = inhibition, hits mostly inhibitors | P06746 | AID 485314 | Pol beta primer extension/strand displacement, fluorescence kinetic; note: % is set by controls: 0 for no effect and ±100 for the full control effect
#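 Homogeneous kinetic assay of primer extension and strand displacement by 10 nM Pol beta, preincubated 15 min at room temperature with compound before 50 nM substrate (final) was added. Read at 0 and 10 min; four-parameter Hill fit.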
# APE1 inh – blocks human APE1 abasic DNA cleavage; recombinant APE1, TAMRA/BHQ-2 abasic DNA cleavage fluorescence; Potency, µM (highest dose often 65.8 µM), for the others: at the highest dose activity change, negative = inhibition, actives largely listed as inhibitors; 0.35% of 350,000 active; AID 2517;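 note: plate controls were vehicle for no effect and reference inhibitor for full effect; nearly all actives have a fitted effect of over 55% in size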
#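 Enzyme (0.75 nM final) and test compound are incubated 15 min at room temperature before adding 50 nM quenched THF abasic-site duplex. Cleavage dequenches TAMRA, followed at 525/598 nm over three reads one minute apart.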
# Starred values were filed as active, the others as inactive; ? = inconclusive; . = no result given; [ ] = dose if it differs, or a comment. Calls come from the whole dose curve; as a rule, active = well fitted curve in the direction sought with a large enough effect; inconclusive = small, poorly fitted or top-dose-only effect, or another doubt; inactive = no such curve, though single readings can be large; an effect the other way counts as inactive or inconclusive. Potency is the fitted concentration of half-maximal effect. A portion of the library; the hit share may differ from the screen's.
# Fields: Pol iota inh	BLM inh	Pol kappa inh	POLH inh	G9a inh	Anesthetic bind	APE1 inh	POLB inh	BAZ2B block
> Cc1ccc(NC(=O)c2c(C)oc3ccc(O)c(CN4CCCCCC4)c23)cc1
  11%	-4%	-5%	9%	-26%[59 µM]	-18%	.	-19%	-22%
> COc1ccc(CCNC(=O)c2cc(-c3ccc(C)c(C)c3O)n[nH]2)cc1OC
  ?	-18%	-21%	0%	13%	-16%	-2%	?	-3%
> CCn1cnc2sc(C)c(C)c2c1=O
  .	-1%	.	.	8%[59 µM]	?	-1%	0%	-4%
> O=C(CSc1nnc(CNc2ccc(F)cc2)n1Cc1ccco1)N1CCOCC1
  24%	-10%	-2%	8%	?	-10%	23%	30%	9%
> CC(C)CN(C(=O)/C=C/c1nc2ccccc2s1)C1CCS(=O)(=O)C1 (stereo not drawn)
  ?	.	-25%	?	56µM*	.	10%	.	3%
> O=S(=O)(c1ccccc1)N1CCN(C(=S)NC2CCCC2)CC1
  14%	1%	-12%	1%	.	-6%	2%	4%	-5%
> O=C1/C(=C\c2cccnc2)SC(=S)N1c1ccc(F)cc1
  -5%	0%	2%	-4%	13%	-8%	-1%	3%	5%
> CC(=O)Nc1ccc(NS(=O)(=O)c2ccc(CN3C(=O)c4cccnc4C3=O)cc2)cc1
  15%	-1%	10%	-7%	12%	-3%	37%	0%	79µM*
> Cc1ccc(SCCC(=O)N2CCN(S(=O)(=O)c3ccccc3)CC2)cc1
  1%	.	-21%	-15%	37%[12.7 µM]	.	5%	.	0%
> COc1ccc(C)cc1NC(=O)COCc1cc(-c2cccs2)on1
  -6%	-5%	-4%	-7%	9%[59 µM]	3%	.	0%	33%
> CSC1=NCCN1C(=O)c1c(-c2c(F)cccc2Cl)noc1C
  54%[activator]	-5%	-1%	-14%	.	-9%	2%	29%	2%
> CN(C)Cc1c(O)ccc2ccccc12
  10%	-6%	-5%	-11%	7.9µM*	1%	-1%	12%	-18%
> CCOCc1c(C(=O)N2CCN(Cc3ccc(Br)s3)CC2)oc2ccccc12
  17%	.	0%	-9%	16%[2.33 µM]	.	-5%	.	7%
> CCN(CC)c1ccc(S(=O)(=O)N2CCOCC2)cc1NC(=O)COC(=O)/C=C/c1ccc(C)o1
  2%	.	-3%	-13%	45µM*	.	-13%	.	-29%
> CCC(Cn1nnc2ccccc2c1=O)NC(=O)Nc1ccccc1OC (stereo not drawn)
  ?	2%	7%	-7%	0%[59 µM]	?	.	18%	-36%
> CC(C)CN1CC[C@@]2(CCCN(C(=O)c3csnn3)C2)C1
  .	-10%	-1%[60.1 µM]	.	?	.	?	.	.
> Cc1ccc(CNC(=O)C(C(C)C)N2Cc3ccccc3C2=O)cc1 (stereo not drawn)
  -14%	-1%	-6%	-13%	5%[59 µM]	19%	.	4%	2%
> Cc1onc(-c2ccccc2Cl)c1C(=O)OCN1C(=O)c2ccccc2C1=O
  6%	-1%	-1%	-7%	16%	?	-3%	4%	29%
> O=c1cc(O)n(Cc2ccc(F)cc2)c(=O)[nH]1
  31%	-1%	0%	9%	-6%	-4%	1%	24%	-4%
> CC(CN1C(C)CCCC1C)OC(=O)c1ccccc1Cl (stereo not drawn)
  -13%	0%	-10%	-11%	-22%	-1%	-4%	-15%	-13%

# Reformatted with bars between the fields: part of the list above
Compound | Pol iota inh | BLM inh | Pol kappa inh | POLH inh | G9a inh | Anesthetic bind | APE1 inh | POLB inh | BAZ2B block
O=S(=O)(c1ccccc1)N1CCN(C(=S)NC2CCCC2)CC1 | 14% | 1% | -12% | 1% | . | -6% | 2% | 4% | -5%
O=C1/C(=C\c2cccnc2)SC(=S)N1c1ccc(F)cc1 | -5% | 0% | 2% | -4% | 13% | -8% | -1% | 3% | 5%
CC(=O)Nc1ccc(NS(=O)(=O)c2ccc(CN3C(=O)c4cccnc4C3=O)cc2)cc1 | 15% | -1% | 10% | -7% | 12% | -3% | 37% | 0% | 79µM*

# The list continues:
# Fields: Pol iota inh	BLM inh	Pol kappa inh	POLH inh	G9a inh	Anesthetic bind	APE1 inh	POLB inh	BAZ2B block
> CCCCN1C(=O)/C(=C2/Sc3ccccc3N2C)S/C1=N\c1ncn[nH]1
  4%	-1%	-1%	2%	-4%	35%[activator]	7%	20%	-13%
> COc1ccc(N2CCN(Cc3oc(CO)cc(=O)c3O)CC2)cc1
  12%	-1%	-8%	8%	?	-5%	7%	22%	?
> Cc1c(C)[n+](=O)c2c(n1[O-])C(Br)CCC2Br (stereo not drawn)
  -7%	-1%	-3%	-21%	1µM*	-1%	5%	-17%	79µM*
> CCN(CC)CCn1c2c(c(SCC(=O)Nc3nc(C)cs3)nc1=O)CCC2
  40%[activator]	.	-1%	-1%	-33%	.	12%	.	11%
> CC(/C=N\NC(=O)c1ccc2c(c1)OCO2)c1ccccc1 (stereo not drawn)
  -12%	-1%	-2%	-3%	-9%	-11%	-4%	?	-5%
> CCCCN(CCCNC(=O)c1ccc2nc(N3CCOCC3)sc2c1)Cc1ccccc1
  1%	0%	-6%	7%	?	-24%	6%	-1%	-2%
> Cc1cc(C)cc(NC(=O)CN2CCN(CCN=CC3=C(O)CC(C)(C)CC3=O)CC2)c1
  1%	0%	-8%	-10%	14%[59 µM]	5%	3%	27%	3%
> COCCC(C(=O)Oc1c(C(C)(C)C)cc(C)cc1C(C)(C)C)c1ccccc1 (stereo not drawn)
  16%	.	15%	-20%	8%[0.501 µM]	.	41%[activator]	.	13%
> CC(C)OC(=O)CCc1nc2ccccc2[nH]c1=O
  14%	-1%	-10%	11%	12%[12.7 µM]	-2%	2%	-15%	-3%
> CCCCCn1c(SCCN2CCOCC2)nc2c1c(=O)[nH]c(=O)n2C
  12%	0%	-10%	9%	25µM*	-11%	-3%	0%	1%
> CCc1nc(SCC(=O)N2CCC(Cc3ccccc3)CC2)c2c(=O)n(C)c(=O)n(C)c2n1
  .	6%	.	.	?	-4%	-9%	-2%	1%
> O=C(CC1C(=O)NCCN1Cc1c(F)cccc1Cl)NCCCn1cccn1 (stereo not drawn)
  11%	-3%	3%	-22%	14%[59 µM]	-12%	0%	-29%	-2%
> COc1ccc(N2C(=O)C3CCCN3C2c2ccc(C)cc2)cc1 (stereo not drawn)
  7%	3%	22%	-15%	20%	-13%	1%	28%	8%
> CC(=O)N1CCCc2cc(S(=O)(=O)N3CCC(C(=O)NC4CCC(C)CC4)CC3)ccc21 (stereo not drawn)
  32%[activator]	-3%	-3%[60.1 µM]	-8%	6%[59 µM]	-1%	.	0%	4%
> COc1ccc(-n2c3c(c(=O)[nH]c2=O)C(NS(=O)(=O)c2ccc(Cl)cc2)(C(F)(F)F)C(=O)N3)cc1 (stereo not drawn)
  5%	-3%	0%	-16%	?	-3%	-1%	3%	-10%
> O=C(CCCCCn1c(=O)[nH]c2ccsc2c1=O)NCc1cccs1
  10%	-1%	-2%	-7%	8%[59 µM]	2%	2%	-11%	-2%
> CC(=O)c1ccc(Oc2ncnc3c2oc2ccccc23)cc1
  32%[activator]	1%	0%[60.1 µM]	-1%	7%[59 µM]	-4%	.	-1%	2%
> Cc1ccc(C(=O)COC(=O)c2ccc(Cl)c(N)c2)s1
  0%	.	-2%	-7%	4%[59 µM]	.	6%	.	0%
> Clc1ccc(C2=NNC(=NCc3ccccc3)SC2)cc1
  48%[activator]	-10%	-16%	-7%	-45%	?	-2%	-4%	?
> CC1CCCC(C)N1/N=C/c1cc(Br)cc(Br)c1O (stereo not drawn)
  3%	1%	-8%	-22%	?	5%	7%	2%[57.1 µM]	13%
> CC(C)(C)n1nc2c(c1NC(=O)Cc1ccc(F)cc1)CSC2
  28%	-3%	-10%	-16%	45µM*	-16%	-7%	21%	7%
> C=CCNC(=O)CCCc1ccccc1
  7%	0%	1%	2%	26%	-16%	0%	16%	10%
> CN1/C(=C\C=C(C#N)C#N)C(C)(C)c2ccccc21
  0%	-12%	1%	?	13%	6%	14%	-13%	-7%
> CS(=O)(=O)Cc1ccc(C(=O)Nc2cccc(-c3nc4ccccc4[nH]3)c2)cc1
  30%[activator]	-2%	9%	-13%	14%	2%	67%[activator]	0%	22%
> COc1cc(OC)c(CN2CCc3c([nH]c4ccccc34)C2)cc1Br
  7%	-1%	0%	-21%	?	-17%	45%[activator]	-15%	?
> COc1ccc(NC(=O)C23CC4CC(C2)CC(c2ccccc2)(C4)C3)c(OC)c1
  18%	-10%	-4%	-16%	5%[59 µM]	25%	7%	-26%	-15%
> O=C(COc1ccccc1)NCC(c1cccs1)N1CCOCC1 (stereo not drawn)
  14%	2%	-10%	-6%	15%[59 µM]	-10%	1%	6%	6%
> Cc1ccc(C)c(NC(=O)CSc2nc(=O)n(CCN3CCOCC3)c3c2CCC3)c1
  -24%	-6%	-6%[60.1 µM]	-9%	4%[59 µM]	-11%	.	-24%	-27%
> CCCn1c(-c2cccs2)nc2ccccc21
  4%	-4%	-10%	9%	-17%	-17%	10%	20%	6%
> Cc1oc2ncn(C)c(=O)c2c1C(=O)Nc1ccccn1
  47%[activator]	0%	-1%	-23%	-1%[59 µM]	-1%	.	-1%	0%
> COc1ccc(C2C3=C(CCCC3=O)Nc3n[nH]c(C)c32)cc1OC (stereo not drawn)
  21%	-4%	-1%	-15%	2%	-5%	-4%	15%	2%
> COc1cccc(N2CC(=O)N(c3cccc(OC)c3)CC2=O)c1
  -24%	-3%	-6%[60.1 µM]	-5%	1%	-4%	1%	1%	-1%
> CCOc1ccccc1COC(=O)c1cccc(-n2cnnn2)c1
  9%	-8%	-11%	-12%	-6%[59 µM]	?	0%	-20%	-2%
> COc1ccc(CN2C(=O)NC(C)(c3ccc(C)cc3)C2=O)cc1F (stereo not drawn)
  -2%	-3%	-11%	-10%	13%	-18%	-3%	-1%	12%
> O=C(c1ccccc1Cl)N1CCn2c1nc1ccccc12
  37%[activator]	-6%	-19%	-4%	-1%	-12%	-1%	-18%	-24%
> CCOC(=O)C1CCCN(C(=O)c2ccc(CNS(=O)(=O)c3ccc(C)cc3)cc2)C1 (stereo not drawn)
  14%	0%	-2%	-9%	-38%	-12%	?	-19%	6%
> CCN(CC)C(=O)Nc1ccccc1C
  24%	-1%	-1%	-17%	8%	-23%	21%	7%	-9%
